DAX1 inh-1 = inhibits human nuclear receptor DAX1 | HEK293 Gal4-DAX1 luciferase reporter, luminescence | inhibition, % at 6.75 µM | 340,000 compounds, 0.99% hits | AID 504766;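 active means inhibition above the mean over all tested compounds plus 3 SD, cut at about 4.2% in these data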;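 further: 0% = DAX1-transfected cells with DMSO and 100% = empty-vector control cells with DMSO; inhibition shows as a rise in luminescence from relieved DAX1 repression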
PLCb3 inh = blocks human PLC-beta3 enzyme activity. Q01970. Purified PLC-beta3, fluorogenic substrate, fluorescence. inhibition, % at 12.2 µM. 370,000 compounds, 0.18% hits. AID 720704; in the data active means inhibition above about 11%;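 further: 0% = median of compound wells on plate and 100% = full blocker control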
Target sequence (Q01970 whole entry, looked up): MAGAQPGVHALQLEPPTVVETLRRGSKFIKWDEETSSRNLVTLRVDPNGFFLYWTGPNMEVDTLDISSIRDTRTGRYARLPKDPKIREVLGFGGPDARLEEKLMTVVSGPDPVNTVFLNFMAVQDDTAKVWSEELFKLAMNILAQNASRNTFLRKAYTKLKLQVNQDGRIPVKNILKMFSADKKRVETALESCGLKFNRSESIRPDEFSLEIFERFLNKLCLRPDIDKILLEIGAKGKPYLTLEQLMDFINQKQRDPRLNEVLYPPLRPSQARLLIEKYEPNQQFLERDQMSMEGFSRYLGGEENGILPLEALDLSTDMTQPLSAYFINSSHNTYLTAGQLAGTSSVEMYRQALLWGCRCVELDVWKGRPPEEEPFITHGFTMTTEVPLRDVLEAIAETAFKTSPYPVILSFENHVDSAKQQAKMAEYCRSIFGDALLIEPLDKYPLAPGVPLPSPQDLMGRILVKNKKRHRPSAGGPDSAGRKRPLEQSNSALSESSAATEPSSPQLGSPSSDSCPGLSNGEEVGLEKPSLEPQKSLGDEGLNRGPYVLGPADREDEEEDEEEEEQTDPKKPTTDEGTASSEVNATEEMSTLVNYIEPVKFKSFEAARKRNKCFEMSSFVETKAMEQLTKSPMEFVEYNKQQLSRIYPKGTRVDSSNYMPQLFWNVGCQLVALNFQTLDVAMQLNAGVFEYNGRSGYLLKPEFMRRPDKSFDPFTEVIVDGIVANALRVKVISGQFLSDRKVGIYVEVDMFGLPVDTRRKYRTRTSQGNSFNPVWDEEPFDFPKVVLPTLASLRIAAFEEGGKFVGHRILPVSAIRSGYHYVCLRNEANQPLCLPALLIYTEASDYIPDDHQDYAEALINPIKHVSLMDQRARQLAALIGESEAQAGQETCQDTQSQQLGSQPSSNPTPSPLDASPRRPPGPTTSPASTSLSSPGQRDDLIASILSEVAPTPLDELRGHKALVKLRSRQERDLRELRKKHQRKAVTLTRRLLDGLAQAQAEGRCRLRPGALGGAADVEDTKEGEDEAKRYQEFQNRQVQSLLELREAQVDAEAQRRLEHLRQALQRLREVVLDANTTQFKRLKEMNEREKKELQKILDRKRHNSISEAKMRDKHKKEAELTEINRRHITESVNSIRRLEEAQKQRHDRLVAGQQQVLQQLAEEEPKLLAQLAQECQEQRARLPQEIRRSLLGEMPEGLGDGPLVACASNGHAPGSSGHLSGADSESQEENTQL
SMARCA2 act = activators of SMARCA2 function. MG213 cells, MMTV-luciferase reporter, dexamethasone, overnight. 370,000 compounds, 1% hits. activation, % at 9.1 µM; in the data active means activation above about 7.8%;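 further: 0% = vehicle wells and 100% = reference activator wells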
DAX1 inh-2 = blocks DAX1 repression of SF-1 activated StAR promoter; HEK293T StAR-luciferase reporter, SF-1/DAX-1 repression relief; inhibition, % at 6.8 µM; 370,000 compounds, 1.1% hits; AID 652010;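 active means inhibition above the mean over all tested compounds plus 3 SD, cut at about 3.6% in these data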;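 further: 0% = DAX-1 cells with DMSO and 100% = cells lacking DAX-1 with DMSO; higher inhibition means more luminescence from relief of DAX-1 repression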
PLCg1 inh = PLC-gamma1 (human) inhibition, primary screen | purified PLC-gamma1, fluorogenic substrate, fluorescence | P19174 | inhibition, % at 12.2 µM | 370,000 compounds, 0.84% hits; in the data active means inhibition above about 9.5%
ADAM17 inh = inhibits human ADAM17; P78536; recombinant ADAM17, EDANS/DABCYL FRET peptide cleavage; inhibition, % at 6.95 µM; 370,000 compounds, 0.83% hits; AID 720648;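 active means inhibition above the mean of compounds lying between control limits plus 3 SD, set per campaign, cut at about 8.5% in these data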;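 further: 0% = DMSO-only wells as the low control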
MBD2 DNA inh = inhibitors of human MBD2 binding to methylated oligonucleotide. Q9UBB5. TR-FRET. inhibition, % at 4.4 µM. 370,000 compounds, 0.31% hits; in the data active means inhibition above about 13%
hcDAF-12 act = H. contortus DAF-12 activation, primary screen; HEK293 hcDAF-12 lit1-tk-luc reporter, luminescence; 0% DMSO, 100% Δ7-dafachronic acid; 370,000 compounds, 1.4% hits; AID 652067; activation, % at 6.8 µM;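 active means activation above the mean of all tested compounds plus 3 SD, cut at about 5.5% in these data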;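 further: 100% = response to 3 µM Δ7-dafachronic acid high control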
hgDAF-12 ag = agonists of H. glycines DAF-12 nuclear receptor; 370,000 compounds, 1.8% hits; HEK293 GAL4-hgDAF12 UAS-luciferase reporter, agonist luminescence; normalized to butyrate control; activation, % at 6.8 µM;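 active means activation above a cutoff set at the mean of all screened compounds plus 3 SD, cut at about 10% in these data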;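 further: 0% = DMSO wells and 100% = sodium butyrate wells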
Rev-erbA mod = modulators of human Rev-erb alpha DNA binding. activity, % at 10 µM. 370,000 compounds, 0.79% hits. Rev-erbα–FITC-DNA binding, fluorescence polarization, 90 min. P20393. AID 1259318;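 active means activity above about 14%, limit read from the data; passing the limit was not always enough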;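 further: 0% = DMSO wells with 35 nM protein and 100% = DMSO wells with 750 nM protein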
ssDAF-12 act = activates DAF-12 receptor from parasite S. stercoralis; 370,000 compounds, 1% hits; activation, % at 6.8 µM; AID 652126; HEK293 ssDAF-12/GRIP1 lit1-tk-luc reporter, luminescence; % of 3 µM dafachronic acid response;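 active means activation above the mean over all tested compounds plus 3 SD, cut at about 0.9% in these data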;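 further: 0% = DMSO-only wells and 100% = 3 µM delta7-dafachronic acid wells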
An asterisk follows results filed as active; . = not tested or not shown.

SMILES | DAX1 inh-1 | PLCb3 inh | SMARCA2 act | DAX1 inh-2 | PLCg1 inh | ADAM17 inh | MBD2 DNA inh | hcDAF-12 act | hgDAF-12 ag | Rev-erbA mod | ssDAF-12 act
CC(=O)Nc1ccc(S(=O)(=O)N2CCC(N3CCCC3)CC2)cc1 | 0.5 | -3.7 | -0.8 | 0.9 | -0.2 | -5.2 | 2.9 | -0.3 | -1.1 | -7.9 | -1.1
CC(C)CCN(C)c1ccc(/C=N/n2cnnc2)cc1 | 1.4 | -12.0 | 0.4 | -1.0 | -8.6 | -7.5 | -1.6 | -1.5 | 1.3 | -2.2 | -0.9
CCC(C)N(C(=O)COC(=O)CNC(=O)c1sc2ccccc2c1Cl)C1CCS(=O)(=O)C1 (centres undefined) | 0.3 | -5.7 | 2.0 | 0.4 | -2.2 | -0.8 | 4.4 | -0.1 | 2.1 | -2.7 | -0.9
CCC(CC)C(=O)c1c[nH]c(C(=O)NC2CCCCCC2)c1 | 0.2 | -10.2 | -2.7 | 1.0 | 0.2 | -2.7 | 0.4 | -1.4 | 1.3 | 6.1 | -1.3
Cc1ccc(S(=O)(=O)c2c(C)c(C)c(C)[nH]c2=O)cc1 | -1.1 | -11.7 | -0.9 | 0.3 | -4.6 | -6.5 | -3.3 | 0.5 | -1.3 | 7.1 | -1.2
COc1cc2c(cc1OC)C(c1cccc([N+](=O)[O-])c1)N(C(=O)c1ccc(F)cc1)CC2 (centres undefined) | 0.2 | 5.5 | 0.8 | -0.6 | 5.8 | 6.2 | -0.4 | -2.8 | -1.7 | 2.1 | -1.2
Nc1ccc2oc(=O)c3ccccc3c2c1 | 1.9 | -18.8 | 0.5 | 0.9 | -16.9 | -1.6 | -7.5 | 5.4 | 9.3 | -0.2 | 0.2
COc1ccc(-c2csc3ncnc(N4CCN(c5cccc(OC)c5)CC4)c23)cc1 | 0.9 | -10.9 | -0.6 | -0.6 | 3.0 | -5.3 | 2.2 | 0.2 | 0.3 | -4.0 | -0.7
CCCC(=O)N1CCN(c2ccc(NC(=O)c3ccc([N+](=O)[O-])o3)cc2)CC1 | -2.7 | -1.8 | -0.6 | -4.8 | 3.8 | -0.5 | -8.7 | -2.3 | -3.0 | 3.0 | -1.9
Cc1cc([N+](=O)[O-])cc2ncccc12 | 0.5 | -0.2 | 2.1 | 0.2 | 4.1 | -1.0 | 2.4 | -1.3 | -1.0 | -2.8 | -1.1
CCOc1ccc(-n2c(SCC(=O)Nc3cc(C)on3)nnc2-c2c[nH]c3ccccc23)cc1 | 0.3 | 0.7 | -1.4 | -0.1 | 0.8 | -2.5 | -4.0 | -1.0 | 0.1 | 8.8 | -0.4
CN1CCN(C=Nc2nc3ccccc3nc2N2CCCC2)CC1 | 2.4 | -49.8 | 0.3 | 0.3 | -34.3 | -9.4 | -1.1 | -0.7 | -0.6 | 0.5 | -1.5
Cc1ccc(C(=O)OCC(=O)c2c[nH]c3ccccc23)cc1NC(=O)c1ccco1 | -0.2 | -10.5 | -0.3 | 0.1 | 0.5 | -3.0 | 0.6 | 1.6 | 4.7 | 1.2 | -0.8
CCN1Cc2ccccc2-c2ccccc2S1(=O)=O | -0.8 | -2.0 | -2.6 | -0.1 | 2.0 | -0.7 | 0.1 | -0.2 | -0.3 | 6.7 | -1.5
COC(=O)CC1C(=O)NCCN1C(=S)Nc1ccc(F)cc1 (centres undefined) | 5.2* | -6.9 | -3.9 | 0.0 | 0.1 | -2.1 | 6.9 | 1.2 | 1.6 | -6.9 | -1.0
O=C(CSc1nnnn1C1CCCC1)NCc1ccc2c(c1)OCO2 | -0.8 | -5.0 | -2.9 | -0.3 | 2.7 | -3.6 | 4.2 | -0.1 | 1.0 | 0.1 | 0.3
CCOC(=O)C1=NN(C(=O)Nc2ccc(OC)cc2)C2C(=O)N(c3cccc(C(F)(F)F)c3)C(=O)C12 (centres undefined) | 0.7 | -2.7 | 1.4 | -0.3 | -2.3 | 1.1 | 32.8* | 1.1 | 0.2 | -2.4 | -0.5
Cc1cc(NC(=O)Cn2cc([N+](=O)[O-])cn2)no1 | 4.7* | -2.8 | -3.1 | -0.2 | 1.3 | 3.3 | 0.4 | 1.0 | -1.3 | -3.5 | -1.4
CCSc1nc2cc(C(=O)OC)ccc2c(=O)n1CC | -0.2 | 1.5 | -1.9 | -0.2 | -2.3 | -9.4 | 10.0 | -1.4 | 0.9 | 6.1 | -1.4
COc1ccccc1Oc1ccc2c(c1)C(=O)N(c1ccc(O)cc1)C2=O | 0.5 | -0.5 | 0.2 | 0.1 | 1.2 | 0.0 | 4.1 | -1.9 | 2.0 | 1.8 | -1.4

No new results follow: 7 of the compounds above.
SMILES | DAX1 inh-1 | PLCb3 inh | SMARCA2 act | DAX1 inh-2 | PLCg1 inh | ADAM17 inh | MBD2 DNA inh | hcDAF-12 act | hgDAF-12 ag | Rev-erbA mod | ssDAF-12 act
Cc1cc([N+](=O)[O-])cc2ncccc12 | 0.5 | -0.2 | 2.1 | 0.2 | 4.1 | -1.0 | 2.4 | -1.3 | -1.0 | -2.8 | -1.1
CCOc1ccc(-n2c(SCC(=O)Nc3cc(C)on3)nnc2-c2c[nH]c3ccccc23)cc1 | 0.3 | 0.7 | -1.4 | -0.1 | 0.8 | -2.5 | -4.0 | -1.0 | 0.1 | 8.8 | -0.4
CN1CCN(C=Nc2nc3ccccc3nc2N2CCCC2)CC1 | 2.4 | -49.8 | 0.3 | 0.3 | -34.3 | -9.4 | -1.1 | -0.7 | -0.6 | 0.5 | -1.5
Cc1ccc(C(=O)OCC(=O)c2c[nH]c3ccccc23)cc1NC(=O)c1ccco1 | -0.2 | -10.5 | -0.3 | 0.1 | 0.5 | -3.0 | 0.6 | 1.6 | 4.7 | 1.2 | -0.8
CCN1Cc2ccccc2-c2ccccc2S1(=O)=O | -0.8 | -2.0 | -2.6 | -0.1 | 2.0 | -0.7 | 0.1 | -0.2 | -0.3 | 6.7 | -1.5
COC(=O)CC1C(=O)NCCN1C(=S)Nc1ccc(F)cc1 (centres undefined) | 5.2* | -6.9 | -3.9 | 0.0 | 0.1 | -2.1 | 6.9 | 1.2 | 1.6 | -6.9 | -1.0
O=C(CSc1nnnn1C1CCCC1)NCc1ccc2c(c1)OCO2 | -0.8 | -5.0 | -2.9 | -0.3 | 2.7 | -3.6 | 4.2 | -0.1 | 1.0 | 0.1 | 0.3

Next compounds:
SMILES | DAX1 inh-1 | PLCb3 inh | SMARCA2 act | DAX1 inh-2 | PLCg1 inh | ADAM17 inh | MBD2 DNA inh | hcDAF-12 act | hgDAF-12 ag | Rev-erbA mod | ssDAF-12 act
O=C(Nc1ccccc1)Nc1ccccc1Br | 0.6 | -2.6 | 3.6 | 4.1* | 2.5 | 1.3 | -2.0 | 5.2 | 19.3* | 2.4 | -0.1
CC(C)c1nc(C#N)c(NCCCn2ccnc2)o1 | -0.2 | 7.6 | 6.3 | -1.1 | 7.6 | 2.5 | 2.8 | 0.3 | 3.1 | -5.4 | -1.2
CCn1cnc2c(NCCc3cccnc3)nc(C#N)nc21 | -1.0 | -6.8 | 1.8 | 0.0 | -1.1 | -4.9 | -4.5 | 0.3 | 0.9 | -1.9 | -1.2
C=CCc1cc(/C=N/NC(=O)CSc2nnc(CCCc3ccc(OC)cc3)o2)cc(OC)c1O | -0.8 | 1.0 | 0.2 | -1.4 | -1.3 | 5.3 | 0.9 | -2.3 | -0.5 | 8.4 | -1.2
CCCC(=O)NC(Nc1ccc(S(=O)(=O)Nc2cc(C)on2)cc1)(C(F)(F)F)C(F)(F)F | 1.8 | -0.1 | 1.1 | 0.5 | 1.5 | -3.4 | 0.8 | -0.2 | 2.1 | -5.5 | -0.7
COCC(=O)Nc1sc2c(c1C(=O)OC)C(C(=O)OC)CC2 (centres undefined) | 1.5 | -0.1 | 2.4 | -0.1 | 3.2 | -0.5 | 0.2 | 0.2 | -1.9 | 1.7 | -0.8
Cc1ccc(-n2c(CNc3ccc(F)cc3)nnc2SCC(N)=O)cc1 | -0.1 | 1.3 | -4.4 | 0.9 | -0.5 | -2.6 | 1.0 | 0.3 | 0.0 | 7.2 | -0.9
Cc1ccccc1NS(=O)(=O)c1ccc(OCCNS(C)(=O)=O)cc1 | -0.2 | 1.3 | 0.8 | 0.1 | -1.9 | -1.1 | -0.5 | 0.2 | 1.0 | -0.2 | -1.2
O=C(OCC(=O)N1CCCCCC1)c1n[nH]c(=O)c2ccccc12 | -0.8 | 1.0 | -5.5 | 1.1 | -1.6 | -3.4 | -2.9 | -0.7 | -1.1 | -1.0 | -0.7
COc1ccc(C(NC(=O)C2CCN(CCCc3ccccc3)CC2)c2cccs2)cc1 (centres undefined) | . | -1.4 | 5.3 | -0.2 | 3.0 | -3.3 | 1.1 | -0.9 | -0.2 | -6.4 | -1.2
CC1(C(=O)N2CCCCC2)CCN1C(=O)Cc1ccc(-c2ccccc2)cc1 (centres undefined) | . | -0.2 | -6.8 | 1.7 | 1.4 | -1.2 | -1.4 | -2.2 | -0.6 | -3.0 | -1.1
CN1CCN(c2ccc(C(CC(N)=O)NC(=O)Cc3ccc(Br)cc3)cc2[N+](=O)[O-])CC1 (centres undefined) | 0.5 | 0.9 | -1.2 | -0.3 | -0.6 | -5.5 | 3.1 | -0.9 | 2.6 | 6.3 | -1.1
O=c1c(-c2cccnc2)nc2ccccc2n1C(CCc1ccccc1)c1nc2ccccc2[nH]1 (centres undefined) | . | -14.5 | -3.7 | 0.0 | -7.8 | -6.0 | 4.2 | 0.2 | -0.4 | -0.6 | -0.8
COC(=O)c1ccc(Nc2ncnc3c2cnn3-c2cccc(C)c2)cc1 | -0.3 | -5.2 | -1.3 | 0.0 | -6.7 | -0.9 | 2.9 | -0.5 | 4.5 | 23.3 | -1.1
CCCN1CCCCC(NC(C)=O)C1=O (centres undefined) | . | 5.6 | -0.8 | -0.6 | 1.9 | -4.6 | 3.8 | 0.1 | 3.4 | -1.3 | -1.4
CCOc1ccc2nc(NC(=O)Cn3cnc4c3c(=O)n(C)c(=O)n4C)sc2c1 | -0.1 | 0.1 | 2.8 | -0.3 | 3.0 | -0.9 | -4.6 | -0.8 | 4.6 | -3.1 | -1.2
CC1CCCC(NC(=O)COC(=O)c2cccnc2Cl)C1C (centres undefined) | 0.3 | -8.4 | 2.0 | -0.1 | -2.1 | 0.9 | -3.8 | -0.8 | 4.7 | -1.2 | -0.9
CC(C)c1ccc(S(=O)(=O)N2CCN(C(=O)c3cccc(S(=O)(=O)N4CCOCC4)c3)CC2)cc1 | 1.7 | 1.7 | 1.4 | -3.4 | 4.4 | 4.5 | -0.2 | 1.0 | -2.1 | -10.9 | -1.9
CCN(c1ccccc1)S(=O)(=O)c1ccc(Cl)c(NC(=O)COC(=O)c2ccc[nH]c2=O)c1 | 1.5 | -1.9 | -2.9 | 0.0 | 4.9 | 0.1 | -5.9 | -1.5 | -4.4 | 9.3 | -1.2
CCOc1cc(S(=O)(=O)N(CC)CC)ccc1Cl | -0.5 | 2.5 | 3.4 | -0.4 | 0.7 | 0.9 | -4.8 | -1.8 | -6.3 | -0.6 | -1.4

Looked up above:
Under MBD2 DNA inh, CCCC(=O)NC(Nc1ccc(S(=O)(=O)Nc2cc(C)on2)cc1)(C(F)(F)F)C(F)(F)F reads 0.8
Under SMARCA2 act, CCCN1CCCCC(NC(C)=O)C1=O (centres undefined) reads -0.8

Screening data deposited in PubChem by several laboratories.
